Assay outcomes from PubChem BioAssay.
MT1-MMP txn act: MT1-MMP promoter transcription activation. HT1080 MT1-MMP promoter luciferase reporter, luminescence, overnight; stronger effect = higher value. activation factor at 10 µM. 86,000 tested, 0.16% active;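 active means activation factor of at least 2 for MT1-MMP transcription at 10 µM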
ERa SRC1 pot: ER-alpha (human) coactivator binding potentiation. coactivator binding (% of control), % at 25.6 µM. TR-FRET ERalpha-LBD/SRC-Cy5 coactivator binding, 2 h; 100 = basal binding, no effect. 86,000 tested, 1.3% active; in the data active means activity above about 200%;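 further: binding measured in presence of low estradiol as agonist stimulus; 0% = peptide alone without receptor and 100% = receptor with peptide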
Target sequence (P03372 whole entry, looked up, the tested form may be a part): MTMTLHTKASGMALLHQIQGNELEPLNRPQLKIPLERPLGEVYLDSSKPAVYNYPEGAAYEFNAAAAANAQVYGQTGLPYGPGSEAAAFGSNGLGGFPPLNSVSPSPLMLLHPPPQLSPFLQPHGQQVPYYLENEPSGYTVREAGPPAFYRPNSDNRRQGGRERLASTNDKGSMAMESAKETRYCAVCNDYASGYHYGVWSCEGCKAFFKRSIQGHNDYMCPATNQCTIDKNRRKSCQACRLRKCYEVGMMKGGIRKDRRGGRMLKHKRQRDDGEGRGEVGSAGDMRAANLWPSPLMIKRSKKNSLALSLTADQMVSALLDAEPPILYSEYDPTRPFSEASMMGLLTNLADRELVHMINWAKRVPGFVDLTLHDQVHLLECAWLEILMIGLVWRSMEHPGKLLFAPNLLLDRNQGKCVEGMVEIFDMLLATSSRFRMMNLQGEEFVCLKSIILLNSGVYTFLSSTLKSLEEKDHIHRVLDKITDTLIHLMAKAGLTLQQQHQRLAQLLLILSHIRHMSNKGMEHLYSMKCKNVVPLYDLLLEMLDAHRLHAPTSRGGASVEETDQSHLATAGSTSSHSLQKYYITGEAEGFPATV
Smad3 inh: blocks human Smad3 binding to FoxH1 peptide; 88,000 tested, 0.29% active; TR-FRET Smad3/Dy647-FoxH1 peptide binding, europium anti-His; P84022; inhibition, % at 25 µM;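 active means compounds that reduce the energy-transfer binding signal between the protein and its labelled peptide by more than half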;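 further: 0% = Smad3 plus labelled peptide maximal FRET and 100% = peptide-only background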
sEH inhibitor: soluble epoxide hydrolase (human) inhibition; inhibition, % at 2 µM; recombinant human sEH enzymatic activity assay; 91,000 tested, 0.34% active; AID 707; P34913; in the data active means inhibition above about 80%; further: values of inactives mirror those of a sister screen read the other way; many of its hits are not listed in these tables
sEH act: activators of human soluble epoxide hydrolase; P34913; purified human sEH enzymatic activity, activator screen; activation, % at 2 µM; 91,000 tested, 0.04% active; AID 717; in the data active means activation above about 37%; further: values of inactives mirror those of a sister screen read the other way
Calb biofilm kill: kills Candida albicans biofilms; AID 834; 85,000 tested, 0.14% active; inhibition, % at 6 µM; C. albicans biofilm + clotrimazole, Alamar Blue;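 active means inhibition above 20%; inactive means inhibition below 20%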;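 further: preformed 24 hr biofilms exposed to compound for 48 hr; 0% = biofilm without compound and 100% = blank killed by clotrimazole plus chlorhexidine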
Mac1 fbg enh: CD11b/CD18-fibrinogen binding enhancement; 93,000 tested, 0.07% active; AID 1499; K562 CD11b/CD18 adhesion to fibrinogen, ATPlite luminescence; activation, % at 10 µM;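 active means 10 µM primary screen giving 50% or more activity, confirmed by 40% or more on retest at that dose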; further: strong numbers were not always called active; reference of the scale not given here
ERb coact inh: blocks coactivator binding to human estrogen receptor beta | TR-FRET ER-beta LBD / SRC1-Cy5 peptide binding; receptor agonist-loaded with 1 µM estradiol | 86,000 tested, 1.3% active | Q92731 | inhibition, % at 25.6 µM;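 active means compounds whose percent inhibition of the receptor-coactivator binding signal exceeds about 50% in the single-dose screen, limit read from the data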;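 further: 0% = receptor plus peptide wells without compound and 100% = peptide-only wells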
CD11b adhes inh: blocks human CD11b/CD18 adhesion to fibrinogen | P05107+P11215 | K562 CD11b/CD18 adhesion to fibrinogen, ATPlite luminescence; Mn2+ added to activate the integrin | inhibition, % at 10 µM | 93,000 tested, 0.54% active;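 active means primary inhibition of 50% or more at 10 µM, then 40% or more on retest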; further: some results filed as inactive read as strong as hits
The depositor's hits bear a star; nt = no result given; [ ] = remark or other dose. Not all compounds are listed, so the mix of outcomes need not match the whole.

SMILES	MT1-MMP txn act	ERa SRC1 pot	Smad3 inh	sEH inhibitor	sEH act	Calb biofilm kill	Mac1 fbg enh	ERb coact inh	CD11b adhes inh
NC(=S)c1ccc(C(N)=S)o1	1.2	115	4	7	-7	3	0	-5	-10
Cc1ccc(CSc2ncnc3c2cnn3Cc2ccccc2)cc1	1.1	108	-13	-10	9	-1	-1	4	-6
CCCSc1nnc(NC(=O)Nc2ccccc2)s1	1.1	116	1	nt	nt	12	-7	0	100
COc1ccc(N2CCN(S(=O)(=O)c3cccs3)CC2)cc1	1	119	5	4	1	5	0	-30	8
Cc1noc(C)c1COc1cccc(C(=O)NCc2cccc(Cl)c2)c1	1.1	90	5	31	-32	2	-5	3	-16
c1ccc(-n2ncc3c(NCc4cccs4)ncnc32)cc1	1.4	97	-6	nt	nt	4	-2	1	-20
CN(C)C(=O)CSc1nnc([C@H](Cc2c[nH]c3ccccc23)NC(=O)OC(C)(C)C)o1	1	95	10[fluorescence artefact?]	nt	nt	-6	-1	-3	-5
CC1=C(C)C(=O)N(CCC(=O)O)C1=O	0.8	110	-7	-1	-2	-4	-3	1	-17
CCC1CCCCN1Cc1ccc(OC)c(C)c1C (stereo unspecified)	1.2	110[fluorescence artefact?]	10	-1	0	0	-2	-5	-11
O=C1N(CC(=O)N2CCc3ccccc32)CCN1Cc1ccccc1Cl	nt	116	-3	2	-3	-1	-1	-9	7
CON(C)c1nc(Oc2ccc(=O)[nH]n2)nc(N(C)C)n1	1.1	117	6	0	4	5	3	-7	nt
CCCCCCNc1cc2n(c(=O)n1)CCc1cc(OC)c(OC)cc1-2	1.2	124	2	-8	8	4	0	-5	5
Cc1cc(NC(=O)CSc2nnnn2Cc2ccccc2)no1	1.2	110	1	2	-1	4	nt	-8	nt
CCn1c(COc2ccc(OC)cc2)nnc1SCC(=O)Nc1cc(OC)ccc1OC	1.1	111	-1	-8	7	5	nt	-4	nt
O=C(O)C1CCN(C(=O)c2ccc(Cl)cc2)CC1	1.2	122	1	-8	12	0	-7	2[fluorescence artefact?]	6
CCOC(=O)c1c2n(c3ccc(OC(C)=O)cc13)CCC2	nt	112	-3	nt	nt	11	14	-10[fluorescence artefact?]	1
COc1ccc(CNC(=O)COC(=O)c2c[nH]c(=O)[nH]c2=O)cc1OC	1.1	105	-5	-16	15	nt	-3	30[fluorescence artefact?]	-9
CCOC(=O)N1CCN(S(=O)(=O)c2cc(OCC(N)=O)c(C)cc2Cl)CC1	1.1	104[fluorescence artefact?]	5	-6	4	4	-4	-8	-7
O=C(O)c1ccccc1C(=O)NCc1cccnc1	1.1	108	-2	9	-9	8	-4	-18[fluorescence artefact?]	-2
c1ccc(CCn2nnnc2C(c2cccs2)N2CCN(Cc3ccc4c(c3)OCO4)CC2)cc1 (stereo unspecified)	1.2	108	-2	nt	nt	5	0	-4	23
COc1cc2c(=O)n(Cc3ccccc3)c(=O)n(CC(=O)NCCc3ccccc3)c2cc1OC	nt	105	-2	7	-9	3	2	14	25
Cc1cccc(NCc2nc(SCC(N)=O)n[nH]2)c1	1	90	18[fluorescence artefact?]	-2	3	9	-4	-5	5
CC1CCN(c2c(NCC3CCC(C(=O)N4CCc5ccccc5C4)CC3)c(=O)c2=O)CC1 (stereo unspecified)	nt	nt	nt	5	-2	nt	-1	nt	2
CC(NC(=O)c1cc2sccc2n1C)c1ccc2c(c1)OCCO2 (stereo unspecified)	1.3	nt	nt	41	-43	nt	18	nt	0
COc1ccc(C(=O)NC(C)c2nnc(SCC(=O)Nc3nc4ccccc4s3)n2C)cc1 (stereo unspecified)	1.2	99	-2	-8	9	0	-2	-17	-7
CN(C)C(=O)c1ccc(-n2nc(C(F)(F)F)c3c2CCCC3)cc1	nt	nt	nt	-3	7	nt	6	nt	4
COC(=O)CSc1nnc(CNC(=O)Cc2ccccc2)n1C	1.1	105	-15	4	-6	3	-6	-7	-9
CCOC(=O)N1CCN(C(=O)CN(c2cccc(C)c2)S(=O)(=O)c2ccc(C)cc2)CC1	1.2	112	-4	nt	nt	3	-4	6	11
CCCCc1c(O)nc(N2CCN(Cc3ccccc3)CC2)[nH]c1=O	1.1	88	-7	-13	11	10	-2	35[fluorescence artefact?]	-22
Cc1ccc(OCC(O)CN2C(=O)NC(C)(C)C2=O)cc1 (stereo unspecified)	1.1	116	2	2	-2	7	nt	-14	nt
Cc1ccc(CCNC(=O)C2CCCN(C(=O)N(C)C)C2)cc1 (stereo unspecified)	1.1	96	-8	50	-51	3	24	-9	-2
CC1=Nn2c(nnc2-c2ccccc2Cl)SC1	1.2	108[fluorescence artefact?]	9	-6	5	-7	-1	-4	-2
COCCNC(=O)COc1ccc(C)cc1C	1.1	98	-7	-2	0	5	-2	-8	-8
Cc1ccc(N(CC(=O)Nc2ccc(F)c(Cl)c2)S(=O)(=O)c2c(C)noc2C)cc1	1.2	110	7	4	-1	5	-4	-2	-13
Cn1c(=O)[nH]c(=O)c2c1nc(SCCN1CCOCC1)n2CCCc1ccccc1	1	89	0	1	1	-2	-1	-13	0
COc1ccc(NC(=O)c2ccccc2NC(=O)CSc2ccc(Cl)cc2)cc1	nt	nt	nt	4	-2	nt	23	nt	-55
COC(=O)COc1nc(C)c(Br)c(OC)n1	1.2	114	8	2	1	3	3	-19[fluorescence artefact?]	-24
Cc1cc(N2CCC(C)CC2)nc(SCC(=O)c2ccccc2)n1	1.4	86	10[fluorescence artefact?]	3	-3	8	nt	-6	nt
c1csc(C2C3=C(Nc4ncnn42)c2ccccc2OC3)c1 (stereo unspecified)	1.2	85	6	-8	6	6	-1	1	2
Cc1cc(Cl)ccc1NC(=O)CSc1nnc(-c2ccncc2)n1Cc1ccco1	1	111	6	6	-4	2	-3	-8	12
COc1ccc(-n2nnnc2SCC(=O)c2cccc(OC)c2)cc1	1	131	5	4	-3	-3	1	2	-7
COC(=O)c1[nH]c2cccc(OC)c2c1NC(=O)CCN1CCC(C)CC1	1.1	115[fluorescence artefact?]	25	-5	4	8	-4	2[fluorescence artefact?]	-9
c1cc2nnnn2nc1N1CCCCC1	1.1	120	-7	4	-3	-3	-3	-1	-5
COC(=O)CSc1nc2ccccc2c(=O)n1C	1.2	53	8	-2	2	6	-4	0[fluorescence artefact?]	-9
Oc1c(C(c2ccccc2)N2CCN(Cc3ccccc3)CC2)sc2ncnn12 (stereo unspecified)	1	107	2	0	-1	13	1	-8	2
C=CCC(=O)OCC(=O)Nc1ccc(Cl)cn1	1.3	92	1	-2	-3	7	-1	-8	-6
COc1ccc2nc(NC(=O)c3cccc(S(=O)(=O)N4CCOCC4)c3)sc2c1	1.1	117	11[fluorescence artefact?]	29	-30	2	2	3	19
CCc1ccc(OCCCC(=O)O)c(Br)c1	1.3	93	-1	-1	2	7	-1	-1	5
CCOC(=O)C1Cn2c(nc3c(c2=O)C2(CCCC2)Cc2ccccc2-3)S1 (stereo unspecified)	1.1	74[fluorescence artefact?]	5	nt	nt	8	0	12[fluorescence artefact?]	5
O=C(COc1ccccc1)N1CCc2ccccc2C1	nt	111	5	-18	18	9	6	-1	-16
COc1ccc(OC)c(NC(=O)Cn2cc(C#N)c3cc(Br)ccc32)c1	1	188	4	2	-2	5	5	3	-10
CC1CN(Cc2nc3c(c(=O)n(C)c(=O)n3C)n2Cc2ccccc2)CC(C)O1 (stereo unspecified)	1.4	72	-11	21	-19	9	2	23[fluorescence artefact?]	-1
O=C(CN1CCCCC1)Nc1ccc(S(=O)(=O)NC2CCCCC2)cc1	1.1	104	10	nt	nt	8	3	-1	31
Cc1[nH]c(=S)n(CC2CCCO2)c1C (stereo unspecified)	1	102	1[fluorescence artefact?]	-7	8	9	nt	-2	nt
CCOC(=O)c1ccc(N2C(=O)CC(N3CCN(C(=O)c4ccco4)CC3)C2=O)cc1 (stereo unspecified)	1	115	-10	-3	3	-4	-6	-1	-12
CC(=O)c1c(C(C)=O)c(C)n(-c2ccc(C(=O)O)cc2)c1C	1.1	106	-2	-4	6	-1	2	20	0
CCOC(=O)c1c(C)[nH]c(C)c1C(=O)COC(=O)C1CCCN1S(=O)(=O)c1ccccc1F (stereo unspecified)	1.1	104	0	-12	12	2	4	6	-11
Cc1ccccc1Cn1nc(C)c(NC(=O)c2noc3c2CCCC3)c1C	1.1	99	2	0	4	0	-3	-6	-6
CCOC(=O)c1cnn(-c2nc(CC)nc3sc4c(c23)CCC4)c1N	1	89	-4	-1	0	0	-3	14[fluorescence artefact?]	-9
COc1ccc(OCC(O)CN2C(=O)c3ccccc3S2(=O)=O)cc1 (stereo unspecified)	1.1	105	6	-17	17	11	-2	4	8

Continuation:
SMILES	MT1-MMP txn act	ERa SRC1 pot	Smad3 inh	sEH inhibitor	sEH act	Calb biofilm kill	Mac1 fbg enh	ERb coact inh	CD11b adhes inh
C=CCNc1ncnc2c1[nH]c1ccc(Cl)cc12	1.5	104	2	5	-6	0	-5	-8	87*
CN1CCN(c2nc3nonc3nc2N2CCN(C)CC2)CC1	1.4	125	5	-2	-1	8	3	-3	-10
O=C(CN1CCN(C2CCCCC2)CC1)c1ccc2cc[nH]c2c1	1.1	104	1	-11	10	6	-3	3	-3
COc1ccc(-c2nc3ccccc3n2Cc2ccccc2)cc1	1.1	84	8	-3	2	10	0	-5	-10
CCn1c(C(=O)N2CCC(C(=O)NCCCSC3CCCCC3)CC2)cc2sccc21	1	103	1	96*	-96	13	3	-10	-1
CN(C)CC(C)(C)CNS(=O)(=O)c1ccc(Cl)c(Cl)c1	nt	nt	nt	-5	4	nt	-1	nt	6
O=[N+]([O-])c1ccc(/C=N/Nc2nc(-c3ccccc3)c3cc(Br)ccc3n2)o1	nt	nt	nt	-10	9	nt	0	nt	-36
COc1ccccc1N1CCN(C(=O)CSc2ncccc2-c2nc3ccccc3[nH]2)CC1	1.2	82[fluorescence artefact?]	2	-2	4	6	2	13	-32
CCOC(=O)c1sc(NS(=O)(=O)c2ccc(C)cc2)nc1C	1.2	94	-18	-18	19	4	nt	-13	nt
COc1ccc(Cl)cc1C(=O)N1CCN=C1SC	1	119	-3	nt	nt	0	2	-5	-8
CCOc1ccc(C(=O)NCc2ccncc2)cc1	1	136	7	14	-16	8	0	-9[fluorescence artefact?]	5
Cc1ccc(N2CCN(C(=O)CCc3nc4ccccc4[nH]3)CC2)c(C)c1	nt	109	-2	5	-6	10	-5	-7	14
CCN(CC)C(=O)C1CCCN(Cc2ccc3c(c2)OCO3)C1 (stereo unspecified)	1.3	101	4	6	-4	5	0	-7	-4
